Source: PubChem
TAAR1 agonist = agonists of human TAAR1; actives 0.99% (n = 360,000); CHO RD-HGA16 TAAR1, Fluo-8 calcium fluorescence; vehicle wells 0%, saturating PEA agonist 100%; activation, % at 3 µM;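 active = activation above the mean activation of all test compounds in the run plus 3 SD, cut at about 38% in these data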
Target sequence (Q96RJ0 whole entry, looked up): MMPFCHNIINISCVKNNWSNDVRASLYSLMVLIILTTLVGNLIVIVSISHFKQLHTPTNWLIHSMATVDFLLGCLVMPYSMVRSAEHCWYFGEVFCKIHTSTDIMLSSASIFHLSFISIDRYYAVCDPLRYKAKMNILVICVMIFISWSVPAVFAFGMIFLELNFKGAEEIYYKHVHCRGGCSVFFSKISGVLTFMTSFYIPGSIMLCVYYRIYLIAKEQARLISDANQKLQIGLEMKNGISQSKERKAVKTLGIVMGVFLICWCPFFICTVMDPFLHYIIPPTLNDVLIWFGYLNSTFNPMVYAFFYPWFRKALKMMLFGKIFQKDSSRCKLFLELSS
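Benchmarks: low control DMSO, high control PEA (EC100); System: CHO RD-HGA16 cells carrying human TAAR1 plus Gα16; Detection: Fluo-8 fluorescence, 5 s baseline then 140 s kinetic read; Schedule: 17-24 h plating, Fluo-8 75 min 37 °C, 30 min RT; Read-out basis: % activation from peak over basal fluorescence ratio, DMSO-to-PEA scaled.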
CHO parental Ca = signal in parental CHO cells, OX1R antagonist counter-screen; actives 0.63% (n = 330,000); AID 463079; parental CHO-K1, ATP-induced calcium, Fluo-8 fluorescence; inhibition, % at 5.6 µM;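 active = inhibition above that plate's mean sample inhibition plus 3 SD, cut at about 26% in these data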;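 also: 0% = ATP-challenged DMSO wells and 100% = DMSO wells without ATP; some compounds past the cut are filed as inactive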
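Test system: untransfected parental CHO cell line. Compound: one dose, 5.6 µM nominal. Detection: intracellular calcium via Fluo-8 no-wash fluorescent dye. Measure: % inhibition. Benchmarks: ATP-challenged DMSO wells low, unchallenged DMSO wells high.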
CHRM1 agonist = activates human CHRM1 receptor. actives 0.33% (n = 360,000). activation, % at 3 µM. P11229. CHO-K1 hM1, Fluo-8 calcium fluorescence, agonist mode; 0% DMSO, 100% acetylcholine EC100;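 active = activation above the run's mean compound activation plus 3 SD, cut at about 16% in these data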;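 also: peak over basal fluorescence ratio within a 140 s kinetic read after compound addition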
Target sequence (P11229 whole entry, looked up): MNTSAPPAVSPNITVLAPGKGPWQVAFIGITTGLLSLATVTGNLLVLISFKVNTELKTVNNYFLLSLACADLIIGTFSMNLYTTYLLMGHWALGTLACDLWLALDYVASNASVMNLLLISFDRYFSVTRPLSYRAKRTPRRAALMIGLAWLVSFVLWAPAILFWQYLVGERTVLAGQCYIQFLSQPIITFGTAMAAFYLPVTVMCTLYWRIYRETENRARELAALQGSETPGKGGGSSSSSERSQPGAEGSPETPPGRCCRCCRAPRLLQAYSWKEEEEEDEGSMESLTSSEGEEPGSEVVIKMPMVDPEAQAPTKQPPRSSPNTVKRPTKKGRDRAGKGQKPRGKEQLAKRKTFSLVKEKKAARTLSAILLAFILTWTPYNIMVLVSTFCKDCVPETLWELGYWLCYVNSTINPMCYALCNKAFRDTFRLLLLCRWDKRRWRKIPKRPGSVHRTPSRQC
CHO-K1 Ca antag = nonselective inhibitor or artifact in parental CHO-K1 cells. ATP-induced calcium, Fluo-8 fluorescence. AID 602250. actives 0.6% (n = 360,000). inhibition, % at 3 µM;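 active = inhibition above a per-plate cutoff, the plate's mean sample inhibition plus 3 SD, cut at about 24% in these data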;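 also: 0% = DMSO plus EC80 ATP and 100% = DMSO alone without ATP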
TAAR1 antag = human TAAR1 antagonism. inhibition, % at 3 µM. actives 1.5% (n = 360,000). CHO RD-HGA16 TAAR1, Fluo-8 calcium fluorescence, antagonist. AID 624466. Q96RJ0;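 active = inhibition above a per-plate cutoff, the mean inhibition of test compounds on that plate plus 3 SD, cut at about 49% in these data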;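 also: 0% = DMSO plus EC80 beta-PEA response and 100% = DMSO alone without agonist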
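Test system: RD-HGA16 CHO cells with stable hTAAR1 and Gα16 / Probe or stimulus: EC80 β-phenethylamine stimulus / Times: seeding 17-24 h prior, 75-min 37 °C, 30-min RT dye loading / Detection: Fluo-8 calcium-sensitive fluorescence / Read-out basis: % inhibition scaled between DMSO and EC80 PEA controls / Repeats: singlicate, one well per test compound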
CHO-K1 Ca ag = nonselective activator or artifact in parental CHO-K1 cells | Fluo-8 calcium fluorescence; scaled to maximal ATP response, vehicle zero | AID 602248 | activation, % at 3 µM | actives 0.48% (n = 360,000); in the data active = activation above about 15%;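 also: untransfected CHO-K1 host cells lacking M1 receptor as counterscreen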
CHO-K1 Ca PAM = counter-screen for M1 PAMs: effect in parental CHO-K1 cells. actives 0.02% (n = 360,000). ATP EC20, Fluo-8 calcium fluorescence; 0% at ATP EC20, 100% at ATP max. activation, % at 3 µM;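 active = activation above the run cutoff, the mean activation of all test compounds plus 3 SD, cut at about 40% in these data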;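 also: peak over basal fluorescence ratio in a 140 s read after ATP addition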
CHRM1 antagonist = antagonists of human M1 muscarinic receptor; CHO-K1 hM1, Fluo-8 calcium fluorescence, ACh EC80 antagonist; actives 1.3% (n = 360,000); inhibition, % at 3 µM;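 active = percent inhibition above its own plate's cutoff, namely the mean of that plate's compound wells plus 3 SD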;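 also: peak over basal fluorescence ratio during 140 s after agonist addition; 0% = ACh EC80 plus DMSO and 100% = DMSO alone without agonist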
M1 PAM = human CHRM1 positive allosteric modulation; P11229; CHO-K1 hM1, Fluo-8 calcium fluorescence, ACh EC20; 0% = ACh EC20, 100% = maximal ACh; activation, % at 3 µM; actives 0.088% (n = 360,000); in the data active = activation above about 19%, passing the limit was not always enough
* = called active by the depositor; · = no result given.

SMILES	TAAR1 agonist	CHO parental Ca	CHRM1 agonist	CHO-K1 Ca antag	TAAR1 antag	CHO-K1 Ca ag	CHO-K1 Ca PAM	CHRM1 antagonist	M1 PAM
N#CCc1ccc(NC(=O)Nc2cccc3ccccc23)cc1	·	-2	-3	4	·	7.3	2	-8	4
COc1ccc(-c2nnn(Cc3ccccc3F)n2)cc1	11	-7	-5	-6	4	0.1	11	4	2
COc1ccc(NC(=O)C/C(C)=N/NC(=O)C(=O)Nc2cccc(Cl)c2C)c(OC)c1	-1	-27	-1	-11	2	0.4	27	0	4
COc1cc(CNC2CCCCCCC2)ccc1OCC(N)=O	4	0	-8	-1	-7	0.3	-5	-16	8
Cc1ccc(NC(=O)OCc2cncs2)cc1	3	-7	-4	-15	-18	0.1	10	-19	11
Cc1ccc(NC2CCCN(C(=O)c3cccnc3)C2)cc1C (stereo not given)	6	-13	-2	-3	-33	0.2	-8	-4	2
CCCN1Cc2cccc(C(=O)Nc3ccc(CC)cc3)c2C1=O	-1	-21	-3	-3	-5	0.1	14	-12	9
O=C(NC1CCN(S(=O)(=O)c2ccccc2)CC1)c1cccc(F)c1	-1	-12	-5	-4	-7	-0.2	9	-12	9
O=C(NN=C1CCCCC1)c1cc(-c2ccccc2)n[nH]1	0	-7	-4	10	-10	-0.3	1	7	-6
CCOc1ccc(N(CC(=O)N2CCOCC2)S(=O)(=O)c2ccc(Cl)cc2)cc1	-3	-17	-5	-11	25	0.5	6	-1	2
Cc1cc[n+](-c2[nH]c(=O)sc2/C=N/NC([S-])=Nc2ccccc2)cc1	4	3	-1	0	-7	0.4	3	1	4
COc1cccc(NC(=O)C23CCC(C)(C(=O)O2)C3(C)C)c1 (stereo not given)	2	-13	-4	3	-6	-0.2	12	-16	8
COc1ccc(Nc2nc3ccc(C)cc3n3cnnc23)cc1Cl	0	-10	-1	9	9	-0.1	-3	9	-2
COc1cc2c(cc1OC)CN(C(=O)COc1ccccc1[N+](=O)[O-])CC2	1	-5	-3	-15	12	1.7	-6	-8	6
CCn1ncc(C2=NOC(C(=O)Nc3ccc4c(c3)OCO4)C2)c1C (stereo not given)	6	-4	1	-9	1	5.2	-8	9	-11
COc1ccc(CC(=O)OCC(=O)Nc2ccc3c(c2)OCO3)cc1OC	0	-9	-8	-3	-1	0.1	13	-1	9
CCOC(=O)c1cnc2c(c(C)nn2CC)c1NCCN1CCOCC1	2	-13	-5	-17	-14	1.9	9	-12	8
CCN(CC)Cc1c(O)ccc2c([N+](=O)[O-])c(C)n(-c3ccc(OC)cc3)c12	2	-16	-4	-5	0	1.1	10	-1	-8
CC1C(=O)N2CCCc3cc(NC(=O)c4ccccc4F)cc1c32 (stereo not given)	1	-25	-3	4	1	0.3	-14	-5	2
CCOC(=O)CCCn1nc(C)n2c(cc3sccc32)c1=O	-2	-15	-4	-8	-15	0.4	16	-14	9
C=CCn1c(SCC(N)=O)nnc1-c1cc(Br)ccc1O	4	-4	-5	-2	14	0.7	19	-7	2
O=C(O)[C@@H]1[C@@H]2C[C@@H]2CN1c1ncccc1[N+](=O)[O-]	2	-4	-5	0	-15	0.1	4	-7	8
O=C(CCOc1ccccc1)Nc1cccc(S(=O)(=O)Nc2ccccc2Cl)c1	2	37*	-2	-4	25	6.6	13	3	-7
CSc1nc2c(c(=O)[nH]1)C(c1cccc(Cl)c1Cl)CC(=O)N2 (stereo not given)	4	-15	-4	-6	14	1.6	14	-1	4
COc1cc(S(=O)(=O)N(C)C)ccc1F	16	-7	-3	9	5	-0.2	-5	-5	6

As a short view, part of the list above:
SMILES	TAAR1 agonist	CHO parental Ca	CHRM1 agonist	CHO-K1 Ca antag	TAAR1 antag	CHO-K1 Ca ag	CHO-K1 Ca PAM	CHRM1 antagonist	M1 PAM
O=C(O)[C@@H]1[C@@H]2C[C@@H]2CN1c1ncccc1[N+](=O)[O-]	2	-4	-5	0	-15	0.1	4	-7	8
O=C(CCOc1ccccc1)Nc1cccc(S(=O)(=O)Nc2ccccc2Cl)c1	2	37*	-2	-4	25	6.6	13	3	-7
CSc1nc2c(c(=O)[nH]1)C(c1cccc(Cl)c1Cl)CC(=O)N2 (stereo not given)	4	-15	-4	-6	14	1.6	14	-1	4
COc1cc(S(=O)(=O)N(C)C)ccc1F	16	-7	-3	9	5	-0.2	-5	-5	6

Continued:
SMILES	TAAR1 agonist	CHO parental Ca	CHRM1 agonist	CHO-K1 Ca antag	TAAR1 antag	CHO-K1 Ca ag	CHO-K1 Ca PAM	CHRM1 antagonist	M1 PAM
CCN(CC)C(=O)c1ccc(-c2nnc(Nc3ccc(C(=O)N(C)C)cc3)c3ccccc23)cc1	7	-13	-6	2	27	1.9	2	-6	0
CC(C)NC(=O)Nc1cccc2c1O[C@H](CN(C)S(C)(=O)=O)[C@@H](C)CN([C@H](C)CO)C2=O	4	1	-2	8	-7	-0.3	4	-7	7
COc1ccc2[nH]c3c(NCCN4CCCCC4)ncnc3c2c1	·	-3	-9	-1	·	0.0	13	4	0
CCOCCn1ccc2c(OCC(=O)NCCc3ccc(OC)c(OC)c3)cccc2c1=O	2	-20	-4	3	-16	3.5	12	-3	4
Cc1oc(-c2cccc(Cl)c2)nc1CS(=O)(=O)CC(=O)NCCCN1CCOCC1	0	-6	-4	8	4	0.8	8	16	-11
CCOC(=O)c1c(C)n(-c2ccccc2)c2ccc(OCCN(C)C)cc12	34	-8	0	-9	5	1.6	-3	0	-2
COC(=O)C1=C(C)NC(=O)NC1c1ccc2ccccc2c1 (stereo not given)	-1	-10	-6	-12	-9	0.5	16	-32	19
CCCCCn1c(N)c(-c2nc3ccccc3s2)c2c([N+](=O)[O-])nn(CC)c(=O)c21	4	-14	0	-17	6	0.7	6	-18	12
CCCOc1cccc(C(=O)NC(=S)Nc2ccccc2)c1	0	-25	-5	-10	14	0.2	20	-10	10
CC1CCCCN1C(=O)c1ccccc1OC1CCN(S(C)(=O)=O)CC1 (stereo not given)	4	-11	-3	-12	-8	0.1	11	0	6
COc1ccc(OCC(=O)Nc2ccc(N3CCOCC3)c(Cl)c2)cc1	10	2	1	-3	-9	4.2	20	-6	1
Nc1nonc1-c1nc2ccccc2n1Cc1ccccc1	2	-11	-6	-10	9	0.4	19	4	-4
COCCOC(=O)c1[nH]c2c(c1C)C(=O)CC(c1ccc(OC)c(OC)c1)C2 (stereo not given)	8	-4	3	22	-8	1.5	-1	15	-5
CN(C)c1nc(N)nc(CSc2nnnn2C)n1	5	-4	-1	-3	-10	0.1	15	-26	3
CCCCCC(=O)Nc1nnn(CCC)n1	9	0	3	-11	-2	0.2	17	-1	10
CCCCn1c(N)c(N(CCOC)C(=O)c2cnccn2)c(=O)[nH]c1=O	0	-5	0	-1	3	0.7	-1	-20	3
COc1ncnc2c1ncn2CCCN(C)CCc1ccccn1	5	·	3	5	-17	0.5	-11	4	13
O=C(OCCC1Oc2cccnc2NC1=O)c1ccc(F)cc1 (stereo not given)	6	-8	0	-2	5	0.2	-3	-1	8
CCOc1ccccc1NC(=O)CSc1nc2nc(-c3cccs3)cc(C(F)(F)F)c2c(=O)[nH]1	-2	-18	-1	7	-17	-0.9	-17	-4	6
CN(C1=NC(=O)C(CC(=O)Nc2ccc(Br)cc2)S1)c1ccc(O)cc1 (stereo not given)	1	-5	-2	-16	-8	1.3	12	-8	6
OC(COc1c(F)cc(Br)cc1F)CN1CCOCC1 (stereo not given)	2	-2	-3	-7	2	0.2	-1	2	-1
CN(Cc1ccc(C(F)(F)F)cc1)C(=O)c1ccc(Oc2ccccc2)cc1	1	-17	-6	-7	2	-0.6	-2	8	-5
CCOC(=O)c1c(-c2ccc(C)cc2)csc1NC(=O)C1CC=CCC1C(=O)O (stereo not given)	2	-4	3	-7	12	0.0	10	-14	10
COCCn1c(C(C)C)nc2oc3ccccc3c(=O)c2c1=O	2	-2	-4	-15	-7	0.5	17	-12	5
CCOc1ccc(-n2c(-c3ccc(OC)cc3)c[n+]3c2CCCCC3)cc1	1	4	-10	12	18	1.6	18	17	-11

Remaining list, next part:
SMILES	TAAR1 agonist	CHO parental Ca	CHRM1 agonist	CHO-K1 Ca antag	TAAR1 antag	CHO-K1 Ca ag	CHO-K1 Ca PAM	CHRM1 antagonist	M1 PAM
Cc1ccc(Sc2ncccc2C(=O)NCc2cc([N+](=O)[O-])ccc2O)c(C)c1	14	-11	2	7	-3	3.6	-4	-7	-4
Oc1ccc2cccnc2c1	13	1	-3	7	-10	0.1	0	-6	1
COc1ccc(NC(=O)NC(C)c2ccncc2)cc1OC (stereo not given)	13	-2	-2	-19	6	0.2	-3	7	-1
Cc1ccc(S(=O)(=O)N2[C@@H](c3ccccc3F)C(C(=O)O)=CC[C@H]2c2ccc3c(c2)OCO3)cc1	12	-7	-4	-1	8	0.8	5	-2	4
C=CCc1ccc(OCc2ccc(C(=O)O)o2)c(OC)c1	1	3	-1	7	-2	6.6	-9	21	-14
Cc1cc2c(c(=O)n1CCN(C)C)C(c1ccc(Cl)cc1)C(C#N)=C(N)O2 (stereo not given)	9	-8	-10	1	5	0.3	-14	20	-13
Cn1c(NC(=O)/C=C/c2ccccc2)cc(=O)n(C)c1=O	0	4	-6	-9	8	0.3	16	-7	0
Cc1cc(NC(=O)CCC(=O)N(c2ccccc2)C(C(=O)NC2CCCC2)c2ccccc2F)no1 (stereo not given)	6	-5	-3	-14	15	2.8	6	3	0
CCN1CCc2c(sc(NC(=O)c3ccc(S(=O)(=O)N(C)c4ccccc4)cc3)c2C(=O)NC)C1	·	-14	2	4	·	6.2	-14	6	-6
O=C(NCc1nc2ccccc2[nH]1)C1=C[C@@H](C2CCCCC2)C[C@@H](OCc2ccc(CO)cc2)O1	11	-12	-2	-5	30	-0.1	-16	1	2
CCCN(CC(=O)Nc1cc(C)on1)S(=O)(=O)c1cccc(C(F)(F)F)c1	-2	1	-6	-16	-17	0.5	4	-16	12
O=C(O)CC(CC(=O)O)n1cccc1	2	·	-1	3	6	3.5	4	0	-2
O=C(Nc1ccccc1)c1cc(S(=O)(=O)Nc2cccnc2)ccc1Cl	2	-8	-1	17	-21	0.4	-20	-20	9
CCCc1[nH]nc2c1C(c1ccc(Br)s1)C(C#N)=C(N)O2 (stereo not given)	·	-13	-3	-4	·	3.5	6	-2	6
Nn1cc(-c2ccccc2)nc1SCC(=O)N1CCN(S(=O)(=O)c2ccccc2)CC1	1	-31	-3	-10	1	0.3	13	-7	6
CC1CCCN(C(=O)Cc2cn(Cc3cccc(Cl)c3)c3ccccc23)C1 (stereo not given)	3	-16	1	3	16	1.5	20	6	-20
CCN(CC(=O)NCc1cccs1)c1nnnn1-c1ccccc1	8	-3	-3	-6	10	0.5	15	-10	8
CCC(NC(=O)Cc1c(C)c2c(cc(C)c3c(C)c(C)oc32)oc1=O)C(=O)O (stereo not given)	2	·	0	3	-5	0.0	-12	2	12
CSc1nsc(N/N=C/c2ccc3c(c2)OCO3)c1C#N	6	12	-2	-18	16	1.8	12	-8	5
